RXFP1 ag – agonists of human relaxin receptor RXFP1; Q9HBX9; HEK293T-RXFP1 cAMP TR-FRET, 30 min; response scale: percent of porcine relaxin response, buffer zero; Potency, µM (top dose mostly 57.5 µM), for inactives: at the highest dose activation, most hits filed as activators; 370,000 tested, 0.3% active; AID 2676; also: potency is read from the fitted curve at half-maximal effect; % is scaled to controls: 0 for no effect and ±100 for the full control effect; nearly all actives have a fitted effect of over 60% in size; many of its hits are not listed in these tables
Target sequence (Q9HBX9 whole entry, looked up): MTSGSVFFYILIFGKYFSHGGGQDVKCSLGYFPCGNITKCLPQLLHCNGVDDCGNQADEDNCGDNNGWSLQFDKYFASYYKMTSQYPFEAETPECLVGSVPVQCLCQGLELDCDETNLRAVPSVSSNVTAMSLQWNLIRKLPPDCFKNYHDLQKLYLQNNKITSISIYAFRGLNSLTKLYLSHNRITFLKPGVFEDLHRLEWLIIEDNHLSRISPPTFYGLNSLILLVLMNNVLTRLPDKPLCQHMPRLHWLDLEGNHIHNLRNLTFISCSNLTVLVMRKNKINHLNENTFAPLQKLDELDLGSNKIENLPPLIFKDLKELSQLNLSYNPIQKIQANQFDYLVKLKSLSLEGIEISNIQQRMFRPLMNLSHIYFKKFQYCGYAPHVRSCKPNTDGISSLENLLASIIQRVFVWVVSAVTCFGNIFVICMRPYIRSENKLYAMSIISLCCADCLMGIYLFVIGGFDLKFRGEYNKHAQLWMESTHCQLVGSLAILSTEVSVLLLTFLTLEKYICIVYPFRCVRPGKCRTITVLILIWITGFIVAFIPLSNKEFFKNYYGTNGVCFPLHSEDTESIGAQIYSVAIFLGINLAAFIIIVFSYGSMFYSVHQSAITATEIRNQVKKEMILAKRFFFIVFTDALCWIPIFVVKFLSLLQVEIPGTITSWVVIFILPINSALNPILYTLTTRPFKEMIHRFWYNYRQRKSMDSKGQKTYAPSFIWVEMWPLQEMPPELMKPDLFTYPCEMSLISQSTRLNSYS
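HEK293 cells stably expressing RXFP1, treated 30 min at 37C with compounds plus PDE4 inhibitor Ro 20174; cAMP measured by HTRF TR-FRET. Normalized to buffer and 29 nM porcine relaxin; EC50 by Hill fit.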
Glioma ERSR ind – ER stress response induction in glioma; AID 602332; Potency, µM, for the others: at the highest dose activation, usual class: activators; U87-MG GRP78 promoter luciferase reporter, 16 h; 420,000 tested, 0.02% active; also: potency is read from the fitted curve at half-maximal effect; series mostly up to about 76 µM; % of control where 0% means no effect; nearly all actives have a fitted effect of over 35% in size
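Stably transfected U87-MG glioma cells carrying a GRP78-based luciferase sensor; 16 h compound incubation. Luminescence end-point read 10 min after Bright-Glo addition at room temperature.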
D2 potentiator – positively modulates the human D2 dopamine receptor allosterically | HEK293 T-REx D2, calcium flux, EC20 dopamine potentiation | potentiation, % at 10 µM | P14416 | AID 485347 | 340,000 tested, 0.34% active;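 active = potentiation over 3 SD above the plate norm, cut at about 30% in these data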; also: 0% is about no effect
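Cells plated with tetracycline inducer and held overnight at 30 C; calcium dye loaded 30–90 min at room temperature; baseline taken, compound added and read 180 s; EC20 dopamine then added and read 180 s.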
D1 antag – blocks dopamine activation of the human D1 receptor; P21728; HEK293 TREx D1 cells, calcium flux, dopamine EC80; stronger effect = lower value; activity change, negative = inhibition, % at 10 µM; 360,000 tested, 3.2% active; in the data active = activity change below about -30%; also: % is scaled to controls: 0 for no effect and ±100 for the full control effect
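Antagonism measured as reduced calcium response to an EC80 dopamine addition following 180 s compound pre-read; cells were inducible HEK293 Trex D1 plated overnight at 30 C, read kinetically at 1 cycle/sec.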
D1 agonist – activates the human D1 dopamine receptor; HEK293 T-REx D1 cells, calcium flux, agonist mode; activation, % at 2 µM; 360,000 tested, 1% active; in the data active = activation above about 30%; also: 0% is about no effect
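Agonism was scored from calcium flux recorded over 180 s (1 read/s) after pintool compound addition, following a 10-cycle baseline. Cells were inducible force-coupled HEK293 TREx D1, plated overnight at 30 C and loaded with no-wash calcium dye.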
Vif-APOBEC3F blk – blocks the Vif interaction with APOBEC3F. AID 602313. 390,000 tested, 0.2% active. HeLa A3F-eYFP + Vif (tagged APOBEC3F with the HIV-1 protein that degrades it), YFP fluorescence increase. Potency, µM (doses to about 46.1 µM), for inactives: at the top dose activity, negative = active; also: potency is read from the fitted curve at half-maximal effect; % of control where 0% means no effect; nearly all actives have a fitted effect of over 65% in size
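HeLa cells stably expressing A3F-eYFP plus Vif, plated and incubated overnight at 37 deg C, then exposed to compounds overnight at 37 deg C. Blocked degradation read as raised yellow fluorescence (Ex 488/Em 500-530).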
RXFP1 antagonist – RXFP1 (human) relaxin receptor antagonism. Q9HBX9. HEK293-RXFP1, relaxin-stimulated cAMP HTRF, 30 min; stronger effect = lower value. activity change, negative = inhibition, % at 57.5 µM. 350,000 tested, 0.59% active. AID 1259400;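 active = activity change of -60% or lower, but not beyond a set lower limit; inconclusive = change between -60% and -40%, or beyond the set limit; inactive = change above -40%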; also: % is scaled to controls: 0 for no effect and ±100 for the full control effect
D1 PAM – human D1 dopamine receptor positive modulation; P21728; potentiation, % at 10 µM; HEK293 TREx D1 cells, calcium flux, dopamine EC20 potentiation; AID 504651; 360,000 tested, 0.036% active; in the data active = potentiation above about 30%; also: 0% is about no effect
Vif-A3G inh – blocks the Vif interaction with human APOBEC3G. Q9HC16. HeLa A3G-eYFP + Vif (tagged APOBEC3G with the HIV-1 protein that degrades it), YFP fluorescence, overnight. AID 602310. 410,000 tested, 0.076% active. Potency, µM (series often up to 46.1 µM), inactives show at the highest dose activity, negative = active, hits mostly inhibitors;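 also: potency is read from the fitted curve at half-maximal effect; % is scaled to controls: 0 for no effect and ±100 for the full control effect; nearly all actives have a fitted effect of over 60% in size; hits raise eYFP signal because A3G escapes Vif-driven loss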
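HeLa cells stably expressing Vif and C-terminally eYFP-tagged A3G, seeded overnight at 37 deg C, then exposed to compound by pintool overnight at 37 deg C. Rise in yellow fluorescence (Ex 488/Em 500-530, Acumen) marks blocked Vif-driven A3G degradation.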
Numbers without * were called inactive; ? = inconclusive; · = no result given; & = joins results of further samples. Unless noted, calls follow the shape of the dose curve; as a rule, active = well fitted curve in the direction sought with a large enough effect; inconclusive = small, poorly fitted or top-dose-only effect, or another doubt; inactive = no such curve, though single readings can be large; an effect the other way counts as inactive or inconclusive. An excerpt; the hit share may differ from the screen's.

SMILES	RXFP1 ag	Glioma ERSR ind	D2 potentiator	D1 antag	D1 agonist	Vif-APOBEC3F blk	RXFP1 antagonist	D1 PAM	Vif-A3G inh
O=C(O)c1ccc(COc2ccc3c4c(c(=O)oc3c2)CCC4)o1	2.8%	-14%	0	3	2	-10%	1	0	0%
Cc1ccc(C2(C)NC(=O)N(CC(=O)NC(=O)NC3CCCC3)C2=O)cc1 (stereo not given)	1.4%	·	7	-23	2	·	·	1	·
O=C(NC(Cc1ccccc1)C(=O)NCc1ccccn1)c1ccco1 (stereo not given)	-0.4%	0%	·	4	-2	-11%	14	-3	3%
COc1ccc(NC(=O)c2ccc(N3CCOCC3)nc2)cc1	3.0%	14%	15	9	1	3%	6	-4	-4%
O=C(OCc1cn([C@H]2C[C@H](c3ccc(Cl)cc3)N(C(=O)c3cccs3)C[C@@H]2O)nn1)c1ccccc1	·	0%	·	·	·	-4%	-5	·	-1%
Cc1c(OCC(=O)N2C[C@H]3C[C@@H](C2)c2cccc(=O)n2C3)ccc2c3c(c(=O)oc12)CCC3	11%	0%	8	-5	4	-3%	·	2	4%
Cc1cc(C)c(Cn2c3ccccc3c3cnn(CC(=O)NCCC4=CCCCC4)c(=O)c32)c(C)c1	-0.3%	6%	3	-3	2	1%	2	3	-2%
CCOC(=O)CNC(=O)COc1coc(CN2CCN(c3ccc(F)cc3)CC2)cc1=O	0.0%	2%	-5	12	1	0%	-6	0	1%
CC(C)C(NCC(=O)Nc1ccccc1C(=O)NC1CC1)c1ccccc1 (stereo not given)	·	-3%	·	·	·	5%	6	·	-2%
Cc1nccn1CC(=O)N/N=C/c1ccccc1O	-1.3%	0%	-1	8	1	-7%	-3	1	-4%
O=C(Nc1ccc(-c2cnco2)cc1)c1ccc(Cl)cc1	7.0%	-1%	-5	2	1	-11%	2	-5	-1%
O=C(Nc1nccs1)C1CC(=O)N(c2ccccc2)C1 (stereo not given)	-2.4%	-3%	3	3	0	4%	-12	0	1%
Cc1ccc(NS(=O)(=O)c2c(C)nc3sc(C)c(C)n3c2=O)cc1F	4.1%	-5%	-2	-12	11	9%	-24	-1	4%
O=C(NC(=S)Nc1ccccc1N1CCCCC1)c1ccccc1	0.7%	-4%	4	55	2	?	-18	1	-2%
COc1ccc(/C=N/NC(=O)c2cc(C(C)(C)C)[nH]n2)cc1COc1ccc(F)cc1F	0.4%	-7%	-8	0	4	3%	-9	0	1%
Cc1cc2c3c(c1)C(C)CC(C)(C)N3C(=O)C2=O (stereo not given)	1.6%	-3%	-4	-10	4	1%	-4	3	0%
O=C(Cn1cnc2c(nnn2Cc2ccc(F)cc2)c1=O)NC1CCCC1	-2.8%	-4%	-2	5	3	-12%	0	-4	0%
CCOC(=O)CC(=O)CSc1nccc(-c2cccnc2)n1	18%	-2%	-3	13	3	-4%	7	-4	0%
Cc1ccc2nc3sc(C(=O)Nc4ccc(F)cc4)cc3cc2c1	-0.1%	1%&-2%	-7	11	3	0%	5	4	-1%&3%
COc1ccc(CCN(C)Cc2ccc(OCc3ccccc3)c(OC)c2)cc1OC	0.1%	-1%	7	-42*	87*	-3%	-12	-12	1%
CCC(OC(=O)C(C)N1C(=O)C(=O)c2ccccc21)C(=O)Nc1ccccc1OC (stereo not given)	-3.8%	-5%	-8	-16	0	?	2	-5	-4%
COCCn1c(C)cc(O)c(C(c2ccccc2Cl)N2CCN(c3ccccc3)CC2)c1=O (stereo not given)	0.1%	-5%	-14	-1	1	2%	8	0	4%
CC1(OC(=O)C2CCCC2)C(=O)C=C2C=C(c3ccsc3)N(c3ccccc3)C=C2C1=O (stereo not given)	0.0%	-2%	9	2	2	5%	·	-6	3%
Cc1cc(Cl)c(S(=O)(=O)N/N=C/c2ccc3c(c2)OCO3)c(Cl)c1	-0.6%	3%	-6	0	3	-7%	-10	-6	-1%
CCC(C)c1ccccc1O (stereo not given)	1.5%	0%	12	·	-1	5%	·	-2	0%
CC[C@H](C)[C@@H]1NC(=O)c2cc([N+](=O)[O-])cc(I)c2NCC[C@@H](C(N)=O)NC(=O)[C@H](CCCN=C(N)N)NC1=O	-0.5%	-6%	-5	11	-3	-5%	·	-2	-1%
CCC1CCc2sc(C(=O)N3CCN(c4ccccn4)CC3)cc2C1 (stereo not given)	·	0%	·	·	·	0%	-29	·	-1%
CCn1cnc2sc(C(=O)Nc3ccc4c(c3)OCO4)c(C)c2c1=O	0.4%	3%	23	1	6	0%	-10	0	-5%
Cc1nc2ccccc2c(=O)n1Cc1ccco1	13%	-3%	-6	21	4	7%	3	0	-4%
O=C(COC(=O)C1CC1)NC(=O)NCc1ccccc1	0.8%	2%	-7	-12	2	9%	8	3	1%
O=C(c1c[nH]c2ccccc12)C(F)(F)F	5.5%	4%	12	-8	8	-1%	3	-2	0%
CN(C)S(=O)(=O)c1ccc(NC(=O)CN2CCCc3ccccc32)cc1	-0.5%	-2%	-2	8	18	23%	-2	-11	0%
Cc1c(C(=O)N2CCC(C)CC2)oc2ccc(S(=O)(=O)N3CCC4(CC3)OCCO4)cc12	-1.5%	-3%	-10	4	5	-8%	27	-5	1%
O=C(Nc1ccc(Br)cc1)C1CCC(=O)N1Cc1ccccc1Cl (stereo not given)	1.1%	-1%	1	3	2	-2%	-9	-6	0%
Brc1ccc(C2=CC(c3ccco3)n3ncnc3N2)cc1 (stereo not given)	3.5%	-1%	-3	9	12	?	-6	-6	-11%
CCN(CC)S(=O)(=O)c1ccc(O)c(NC(=O)CN2CCc3ccccc3C2)c1	-0.4%	-7%	-4	-28	17	15%	-3	-2	-3%
Cc1cc(S(=O)(=O)N2CC(=O)N(CCc3ccccc3)C(=O)C2)ccc1F	1.8%	-1%	31*	5	0	-3%	-4	2	-9%
O=C(CCCN1C(=O)c2ccccc2C1=O)NCCN1C(=O)S/C(=C\c2cccs2)C1=O	-0.7%	-7%	·	-29	9	-1%	-4	-1	-1%
COc1ccc(CN(C)C(=O)c2ccc(NS(=O)(=O)c3ccccc3)cc2)c(OC)c1	0.3%	-3%	4	14	1	0%	-11	-1	-3%
COc1ccc(-c2c(C)nc(N)nc2-c2ccc(OCc3ccc(C)cc3)cc2O)cc1OC	23%	-1%	-9	-4	7	4%	5	-3	-3%
Cc1ccc(S(=O)(=O)N(C)C[C@H]2Oc3ncc(Br)cc3C(=O)N([C@H](C)CO)C[C@@H]2C)cc1	·	-6%	·	·	·	-1%	1	·	1%
Fc1cccc(NC(=S)NCc2cccnc2)c1	0.9%	-3%	6	-7	3	-5%	2	6	-1%
CCOc1ccc(NC(=O)CN(C)C(=O)CCCOc2ccc(Br)cc2)cc1OCC	0.1%	-2%	-6	-6	2	8%	-24	-4	0%
CC(C)(C)C1CCc2c(sc(NC(=O)c3cccc(Cl)c3)c2C(=O)NCc2ccco2)C1 (stereo not given)	1.4%	-3%	12	-12	0	-7%	6	-1	4%
COC(=O)c1c(NC(=O)CCCC(=O)O)sc2c1CCCCC2	11%	-9%	6	-17	3	5%	5	-2	-3%
NS(=O)(=O)c1ccc(CCNc2ncnc3c2cnn3-c2cccc(Cl)c2)cc1	3.3%	-2%	-8	-64*	0	1%	-84*	-4	-11%
N#Cc1nc(-c2ccc(F)cc2)oc1NCc1cccc2c1OCO2	11%	-2%	0	7	2	0%	·	-3	1%
O=C(O)c1cccnc1SCC(=O)N1CCCCCC1	1.0%	-2%	-6	-5	4	-1%	-16	-4	0%
Nc1ccc(-c2cc3ccccc3oc2=O)cc1	4.4%	-13%	10	-19	6	-4%	11	-3	-3%
O=C(NCc1ccco1)C(=O)NCC1OCCN1C(=O)c1ccc(Cl)cc1 (stereo not given)	1.2%	-3%	3	2	1	-1%	-10	4	-2%

In a second layout: 13 of the compounds above.
Each structure is followed by: RXFP1 ag | Glioma ERSR ind | D2 potentiator | D1 antag | D1 agonist | Vif-APOBEC3F blk | RXFP1 antagonist | D1 PAM | Vif-A3G inh
O=C(CCCN1C(=O)c2ccccc2C1=O)NCCN1C(=O)S/C(=C\c2cccs2)C1=O
→ -0.7% | -7% | · | -29 | 9 | -1% | -4 | -1 | -1%
COc1ccc(CN(C)C(=O)c2ccc(NS(=O)(=O)c3ccccc3)cc2)c(OC)c1
→ 0.3% | -3% | 4 | 14 | 1 | 0% | -11 | -1 | -3%
COc1ccc(-c2c(C)nc(N)nc2-c2ccc(OCc3ccc(C)cc3)cc2O)cc1OC
→ 23% | -1% | -9 | -4 | 7 | 4% | 5 | -3 | -3%
Cc1ccc(S(=O)(=O)N(C)C[C@H]2Oc3ncc(Br)cc3C(=O)N([C@H](C)CO)C[C@@H]2C)cc1
→ · | -6% | · | · | · | -1% | 1 | · | 1%
Fc1cccc(NC(=S)NCc2cccnc2)c1
→ 0.9% | -3% | 6 | -7 | 3 | -5% | 2 | 6 | -1%
CCOc1ccc(NC(=O)CN(C)C(=O)CCCOc2ccc(Br)cc2)cc1OCC
→ 0.1% | -2% | -6 | -6 | 2 | 8% | -24 | -4 | 0%
CC(C)(C)C1CCc2c(sc(NC(=O)c3cccc(Cl)c3)c2C(=O)NCc2ccco2)C1 (stereo not given)
→ 1.4% | -3% | 12 | -12 | 0 | -7% | 6 | -1 | 4%
COC(=O)c1c(NC(=O)CCCC(=O)O)sc2c1CCCCC2
→ 11% | -9% | 6 | -17 | 3 | 5% | 5 | -2 | -3%
NS(=O)(=O)c1ccc(CCNc2ncnc3c2cnn3-c2cccc(Cl)c2)cc1
→ 3.3% | -2% | -8 | -64* | 0 | 1% | -84* | -4 | -11%
N#Cc1nc(-c2ccc(F)cc2)oc1NCc1cccc2c1OCO2
→ 11% | -2% | 0 | 7 | 2 | 0% | · | -3 | 1%
O=C(O)c1cccnc1SCC(=O)N1CCCCCC1
→ 1.0% | -2% | -6 | -5 | 4 | -1% | -16 | -4 | 0%
Nc1ccc(-c2cc3ccccc3oc2=O)cc1
→ 4.4% | -13% | 10 | -19 | 6 | -4% | 11 | -3 | -3%
O=C(NCc1ccco1)C(=O)NCC1OCCN1C(=O)c1ccc(Cl)cc1 (stereo not given)
→ 1.2% | -3% | 3 | 2 | 1 | -1% | -10 | 4 | -2%
